From PubChem
PTHR1 ag: qHTS for PTHR1 Agonists: Primary Screen. actives 0.075% (n = 410,000). Parathyroid hormone/parathyroid hormone-related peptide receptor (Homo sapiens), Q03431. Potency, µM (titrated, usually from 115 µM), for inactives: top-dose activation, actives largely listed as activators. HEK293 GP2 PTHR1 cells, GloSensor cAMP luminescence, 1 h; further: potency means the concentration at half of the fitted maximal effect; nearly all actives have a fitted effect of over 55% in size; some results filed as inactive show a strong effect at the top dose; inactives centre near -15; many of its hits are not listed in these tables
Target sequence (Q03431 whole entry, looked up): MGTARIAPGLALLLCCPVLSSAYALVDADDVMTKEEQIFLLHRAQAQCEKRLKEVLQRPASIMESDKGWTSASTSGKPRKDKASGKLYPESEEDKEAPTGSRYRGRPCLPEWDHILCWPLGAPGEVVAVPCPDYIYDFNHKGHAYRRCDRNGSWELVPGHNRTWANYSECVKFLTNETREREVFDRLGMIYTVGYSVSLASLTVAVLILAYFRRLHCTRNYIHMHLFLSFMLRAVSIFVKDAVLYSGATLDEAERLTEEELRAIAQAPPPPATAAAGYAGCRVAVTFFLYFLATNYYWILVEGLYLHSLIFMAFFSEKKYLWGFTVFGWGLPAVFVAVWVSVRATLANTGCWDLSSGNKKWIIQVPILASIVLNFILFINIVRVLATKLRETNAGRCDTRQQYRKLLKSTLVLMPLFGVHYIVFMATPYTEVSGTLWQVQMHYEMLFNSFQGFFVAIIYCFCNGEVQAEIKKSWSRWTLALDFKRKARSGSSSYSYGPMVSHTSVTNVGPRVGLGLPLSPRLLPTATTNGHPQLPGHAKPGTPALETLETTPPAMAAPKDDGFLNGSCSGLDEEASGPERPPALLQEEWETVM
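HEK-293-derived GP2 cells expressing PTHR1 and a GloSensor cAMP reporter, 3,000/well, plated overnight, given luciferin plus IBMX (each 0.5 mM as added) for 1 h at 37 °C, then compound for 1 h at 37 °C. Luminescence was read after 15 min at room temperature.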
HEK293 tox: qHTS of GLP-1 Receptor Inverse Agonists: Cytotox Screen; AID 624418, 2012; Potency, µM (series often up to 38.3 µM), for the others: at the top dose activity change, negative = inhibition, hits mostly inhibitors; HEK293 cAMP-luciferase reporter cells, luminescence, 24 h; actives 0.13% (n = 410,000);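 further: loss of luciferase light is scored as toxicity; potency means the concentration at half of the fitted maximal effect; on the % scale 0 is the no-effect control and ±100 the full control effect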
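Step one: seed cells (200 cells/uL, DMEM with 10% Nu serum, 1% pen-strep). Step two: 12-hour incubation at 37 deg C. Step three: pin 23 nL compound, incubate 24 hr. Step four: add luciferase reagent, read luminescence 12 min later.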
GLP1R inv ag: qHTS of GLP-1 Receptor Inverse Agonists (Inhibition Mode) | Glucagon-like peptide 1 receptor (Homo sapiens), P43220 | HEK293 GLP-1R CRE-luciferase, luminescence, 24 h; GLP-1R form is constitutively active | Potency, µM (highest dose often 38.3 µM), without a hit: top-dose activity change, negative = inhibition, actives largely listed as inhibitors | actives 1.6% (n = 410,000) | AID 624417, 2012; further: potency means the concentration at half of the fitted maximal effect; on the % scale 0 is the no-effect control and ±100 the full control effect; nearly all actives have a fitted effect of over 55% in size
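Stable HEK293 clone (constitutively active GLP-1R + cAMP-response luciferase); 200 cells/uL plated, 12 h pre-culture, compound 24 hr, 37 deg C/5% CO2; detection reagent 12 min RT; luminescence.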
GLP-1R agonist: qHTS of GLP-1 Receptor Agonists; HEK293 GLP-1R CRE-luciferase, luminescence, 4-6 h; cells express a hypersensitive GLP-1R form; actives 0.007% (n = 380,000); Potency, µM (highest dose often 45.6 µM), for the others: at the top dose activation, most hits filed as activators; Glucagon-like peptide 1 receptor (Homo sapiens), P43220; AID 624172, 2012; further: potency means the concentration at half of the fitted maximal effect; % of control where 0% means no effect
IL2 activator: qHTS of IL-2 Activators; IL-2 activation reporter assay, cell-based qHTS; stimulated with anti-CD3/CD4/CD28 beads; in transgenic mouse T cells; AID 652025, 2013; activation, % (series mostly up to about 46 µM); actives 0.065% (n = 360,000); in the data active means activation above about 50%; inconclusive means mostly about 30% to 49%; further: 0% is about no effect
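Unstimulated transgenic mouse T cells preincubated 60 min with compound, then stimulated with anti-CD3/anti-CD4-coated beads plus anti-CD28 for 18 h at 37 degrees C. IL-2 response read as EGFP and DsRed fluorescence by plate cytometry.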
PLK1 PBD block: qHTS for Inhibitors of PLK1-PDB (polo-like kinase 1 - polo-box domain): Primary Screen; Plk1 PBD binding of FITC phosphopeptide, fluorescence polarization; Potency, µM, for inactives: max response, negative = inhibition, actives largely listed as inhibitors; actives 2.8% (n = 360,000); further: potency means the concentration at half of the fitted maximal effect; series mostly up to about 57 µM; on the % scale 0 is the no-effect control and ±100 the full control effect; nearly all actives have a fitted effect of over 65% in size
EPAC1 agonist: qHTS for Agonist of cAMP-regulated guanine nucleotide exchange factor 3 (EPAC1): primary screen; Rap guanine nucleotide exchange factor 3 (Homo sapiens), O95398; EPAC1 agonist qHTS, biochemical assay; response scale: 100% = response to 6.5 mM cAMP; Potency, µM (series often up to 154 µM), inactives show at the top dose activation, usual class: activators; actives 0.073% (n = 360,000); AID 720707, 2013; further: potency means the concentration at half of the fitted maximal effect; nearly all actives have a fitted effect of over 60% in size
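Fluorescent GDP-exchange assay: 100 nM EPAC1 with 250 nM Rap1B preloaded with BODIPY-GDP and 50 uM GDP; compounds tested as concentration series, 5 min at room temperature, then read every 5 min for 30 min (ex 480/em 540 nm); normalized to 6.5 mM cAMP.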
EPAC1 antagonist: qHTS for Antagonist of cAMP-regulated guanine nucleotide exchange factor 3 (EPAC1): primary screen; Rap guanine nucleotide exchange factor 3 (Homo sapiens), O95398; EPAC1 GEF assay, Rap1b-BODIPY-GDP exchange fluorescence; Potency, µM (doses to about 115 µM), for the others: at the highest dose activity change, negative = inhibition, hits mostly inhibitors; actives 0.14% (n = 360,000); AID 720709, 2013;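 further: potency means the concentration at half of the fitted maximal effect; plate controls were vehicle for no effect and positive control for full effect; nearly all actives have a fitted effect of over 50% in size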
PI5P4Ka inh: qHTS for Inhibitors of phosphatidylinositol 5-phosphate 4-kinase (PI5P4K); Phosphatidylinositol 5-phosphate 4-kinase type-2 alpha (Homo sapiens), P48426; actives 1.2% (n = 330,000); PI5P4Kalpha enzyme, ADP-Glo luminescence, 60 min; active compounds read low; max response, %; AID 652105, 2013; active means max response of -50% or lower; inconclusive means between -30% and -50%; inactive means -30% or higher; further: value at the top dose of about 77 µM; on the % scale 0 is the no-effect control and ±100 the full control effect
Target sequence (P48426 whole entry, looked up): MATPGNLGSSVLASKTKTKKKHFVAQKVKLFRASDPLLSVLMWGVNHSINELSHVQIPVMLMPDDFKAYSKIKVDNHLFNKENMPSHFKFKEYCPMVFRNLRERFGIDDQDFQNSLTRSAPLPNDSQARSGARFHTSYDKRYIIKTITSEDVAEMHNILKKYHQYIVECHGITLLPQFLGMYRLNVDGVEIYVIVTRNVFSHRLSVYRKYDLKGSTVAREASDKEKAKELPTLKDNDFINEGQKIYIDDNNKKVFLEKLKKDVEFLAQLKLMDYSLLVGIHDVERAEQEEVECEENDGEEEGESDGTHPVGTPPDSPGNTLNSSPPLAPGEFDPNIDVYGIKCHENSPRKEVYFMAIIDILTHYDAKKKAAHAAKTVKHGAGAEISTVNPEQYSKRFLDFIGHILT
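Quantitative HTS of the MLSMR library against PI5P4Kalpha with substrate. ATP added last at 5 microM final; room temperature, 60 minutes. Remaining ATP depleted, ADP converted and read as luminescence.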
Active calls of the source: *; i = inactive; ? = inconclusive; . = no result given; [ ] = remark or other dose. Unless noted, the call rests on the fitted dose curve; in most records, active means well fitted curve in the direction sought with a large enough effect; inconclusive means small, poorly fitted or top-dose-only effect, or another doubt; inactive means no such curve, though single readings can be large; an effect the other way counts as inactive or inconclusive. The list is partial; count on the stated rates, not on these rows.

SMILES	PTHR1 ag	HEK293 tox	GLP1R inv ag	GLP-1R agonist	IL2 activator	PLK1 PBD block	EPAC1 agonist	EPAC1 antagonist	PI5P4Ka inh
CC(CCc1ccccc1)NC(=O)CCc1cn(C)c2ccccc12 (stereo not given)	i	3%	?	21%	-0.7	-8%	3%	-10%	1
COc1ccc2c(c1)C(SCC(=O)NCCc1ccccc1)CC(C)(C)O2 (stereo not given)	-5%	2%	?	6%	-4.0	-21%	2%	-7%	4
O=C(N/N=C/c1cccn1-c1ccccc1)c1ccncc1	-45%[inhibitor]	7%	1%	0%	-0.7	-10%	7%	-2%	0
COc1cccc(NC(=O)C(Sc2nnc(Nc3ccccc3C)s2)c2ccccc2)c1 (stereo not given)	i	?	10µM*	-10%	-2.6	-10%	9%	?	3
NC1=CC(=O)C(=O)c2ccccc21	i	?	-8%	-4%	1.1	-22%	3%	-14%	-15
Cc1cccc(-n2ccnc2SCC(=O)Nc2cccc(S(=O)(=O)NC3=NCCC3)c2)c1C	-11%	-5%	3%	5%	-4.1	-19%	0%	-6%	0
COCCCNC(NC(=O)c1ccc(Br)cc1)C(Cl)(Cl)Cl (stereo not given)	i	32%[activator]	?	5%	-0.7	-7%	-7%	-11%	-7
CCOc1ccc(NC(=O)CSc2nnc(C)n2C2CC2)cc1S(=O)(=O)N1CCCC1	i	11%	14%	-13%	-0.9	-3%	-5%	-2%	5
Cc1cc(S(=O)(=O)N2CCCCC2)ccc1OCC(=O)N1CCOCC1	-62%[inhibitor]	-6%	3%	1%	-3.5	-16%	-2%	-18%	8
COC(=O)COc1ccc(NC(=O)c2ccco2)cc1	-17%	-3%	24%	4%	-2.9	-4%	9%	3%	2
Cc1cccc(C(=O)NNC(=O)c2cccc(C)c2)c1	i	-10%	5%	0%	0.5	-9%	6%	0%	-1
CCCCC(=O)NC(=S)Nc1cccc(C(=O)O)c1	i	-12%	-26%	3%	0.0	-2%	4%	5%	7
Cc1ccc(S(=O)(=O)N2CCOC2CNC(=O)C(=O)NCc2ccco2)cc1 (stereo not given)	i	5%	1%	8%	1.3	2%	6%	6%	2
O=C(NCCN1CCOCC1)c1ccc(/C=C2\Sc3ccccc3N(Cc3ccccc3F)C2=O)cc1	i	23%	?	-4%	0.3	-4%	20%	-18%	25
COc1ccc(OCC(=O)NNC(=O)C2CCCO2)cc1 (stereo not given)	i	-5%	-3%	4%	1.7	-5%	2%	-11%	-4
Cc1ccc(C(=O)N2C(CC(=O)Nc3ccc(Cl)cc3)C(=O)NC3CCCCC32)cc1 (stereo not given)	i	-41%	?	2%	2.6	4%	-6%	-20%	2
C[C@H](NC(=O)c1nc[nH]c1C(=O)N[C@@H](C)C(=O)OC(C)(C)C)C(=O)OC(C)(C)C	-19%	0%	-12%	2%	1.6	-5%	-27%	-25%	0
O=C(Nc1cc2c(oc1=O)CCCC2=O)c1cccc(Cl)c1	-2%[57.5 µM]	-9%	0%	-3%	-2.1	-4%	2%	-11%	.
COc1ccc(CCNC(=O)C2CCN(S(=O)(=O)c3cc(OC)ccc3OC)CC2)cc1	-12%[57.5 µM]	-3%	1%	1%	0.4	-2%	0%	0%	8
COc1ccc(-n2ncc3c(N4CCCCC4)ncnc32)cc1	-94%[inhibitor]	-4%	-85%	-11%	-4.8	0%	-20%	0%	-9
CC(C)CCNC(=O)CN(C(=O)Cn1nnc(-c2ccccc2F)n1)c1cccc2c1CCCC2	i	3%	0%	-5%	-0.5	-8%	3%	-2%	-8
O=C(Nc1cccc(S(=O)(=O)N2CCCCC2)c1)c1ccc(S(=O)(=O)C(F)F)cc1	-90%[inhibitor]	5%[7.66 µM]	-18%[7.66 µM]	0%	-1.2	-6%	4%	-4%	2
COc1ccccc1Cc1c(-c2ccc(C#N)cc2)nc2c(C)cc(Br)cn12	-54%[inhibitor]	-5%	-10%	1%	0.0	-9%	8%	-6%	6
COc1cc(C(C)=O)ccc1OCC(O)CN1CCN(c2ccc(C)c(C)c2)CC1 (stereo not given)	-18%	1%	12%	1%	-0.7	8%	0%	-21%	-2
CCCN1CCN(CC2=C(C(=O)OCC)C(c3ccc(OC(C)C)cc3)NC(=O)N2)CC1 (stereo not given)	-21%	-8%	11%	1%	.	.	.	.	.
Clc1cccc(-c2nc3c4ccccc4ccn3c2CC2CCCCC2)c1	-4%	4%	27%	-2%	-0.2	8%	-4%	8%	0
COc1ccc(C(=O)OCC(=O)NCCCc2ccccc2)cc1OC	i	1%	3%	22%	-0.4	-6%	3%	-10%	0
COc1ccc([N+](=O)[O-])cc1NC(=O)c1csc(C)c1	i	8%	8%	-1%	-1.7	-4%	3%	2%	2
CCCCC[n+]1ccn(C2=C([O-])c3ccccc3C(=O)/C2=N\S(=O)(=O)c2ccc(Br)cc2)c1	i	-6%	1%	0%	1.5	-12%	-18%	-3%	-8
COc1cccc(OC)c1OCCNC(C)(C)C	-2%[57.5 µM]	-6%	-5%	-8%	0.1	-3%	0%	-14%	7
Cc1c(NC(=O)c2cccc(NC(=O)COc3ccccc3C#N)c2)c(=O)n(-c2ccccc2)n1C	-26%	-9%	?	-38%[inhibitor]	-4.0	-2%	3%	-13%	-2
CCCC(CCC)C(=O)Nc1ccc2c(c1)N(C(=O)CN1CCN(C)CC1)c1ccccc1CC2	i	?	7.9µM*	6%	0.4	13%	-6%	-8%	19
CCN(CC)C(=O)CSc1nnc2nnc3cc(OC)ccc3n12	i	-63%	-37%	3%	5.7	24µM*	?	5%	-1
Cc1ccc(C)c(S(=O)(=O)Nc2cccc(-n3cnnn3)c2)c1	-2%	-3%	3%	-2%	-0.7	-15%	10%	-19%	2
Cc1ccc(OCCC(=O)N(CC(=O)Nc2ccccc2C(F)(F)F)Cc2ccco2)cc1	i	8%	?	-1%	-3.2	-10%	10%	-5%	8
CCOc1c(Br)ccc2c1sc1nc[nH]c(=O)c12	i	20%	38%[activator]	-32%[inhibitor]	-1.9	1%	-7%	-2%	5
Cc1cs/c(=N\N=C\c2cccc([N+](=O)[O-])c2)n1Cc1ccco1	-30%[inhibitor]	-3%	15%	1%	-0.5	4%	-12%	-14%	17
O=C(CCl)Nc1ccc2c(c1)OCO2	-13%	?	?	1%	-0.2	-2%	-4%	7%	-1
CC(C)(C)NS(=O)(=O)c1ccc(NC(=O)C2CCCCC2)cc1	?	-14%	?	?	-0.5	-10%	0%	-7%	-1
NS(=O)(=O)c1cc(Br)c2c(c1)S(=O)(=O)NCN2	i	-7%	9%	0%	-1.0	-8%	9%	12%	1

2 compounds from above, limited to HEK293 tox, GLP-1R agonist and EPAC1 agonist:
Structure	HEK293 tox	GLP-1R agonist	EPAC1 agonist
O=C(NCCN1CCOCC1)c1ccc(/C=C2\Sc3ccccc3N(Cc3ccccc3F)C2=O)cc1	23%	-4%	20%
COc1ccc(OCC(=O)NNC(=O)C2CCCO2)cc1 (stereo not given)	-5%	4%	2%

More results.
SMILES	PTHR1 ag	HEK293 tox	GLP1R inv ag	GLP-1R agonist	IL2 activator	PLK1 PBD block	EPAC1 agonist	EPAC1 antagonist	PI5P4Ka inh
COCCn1c(C)cc(C(=O)COC(=O)/C=C/c2ccc(OC)cc2OC)c1C	-16%	-5%	-4%	14%	-0.1	-8%	18%	-8%	0
Nc1nc(Cl)cc(N2CCOCC2)n1	i	62%[activator]	35%[activator]	-10%	-0.9	-12%	-4%	-20%	3
S=c1nc(COc2ccccc2)[nH]c2ccccc12	i	-2%	-15%	11%	-0.6	-14%	17%	-1%	?
COc1ccccc1OC(C)C(=O)NNC(=S)NC1CCCC1 (stereo not given)	-1%	-1%	-4%	2%	0.3	-4%	5%	0%	10
Cc1cc(C)n2nc(S(=O)(=O)Nc3c(Cl)cccc3Cl)nc2n1	-2%	9%	10%	0%	-1.8	-8%	3%	-13%	1
COC(=O)c1ccc(COC(=O)CNC(=O)CNC(=O)c2ccc(C)cc2)cc1	i	-14%	10%	3%	3.4	2%	-1%	14%	-7
C#CCN1C(=O)C(O)(CC(=O)c2ccc3c(c2)OCCO3)c2ccccc21 (stereo not given)	0%	7%	6%	2%	-0.2	-4%	10%	6%	-3
CCCCCC(=O)NNC(=O)c1ccc(-c2ccccc2)cc1	i	0%	0%	-18%	1.1	-5%	10%	-3%	.
N#C/C(=C/c1ccco1)c1nc2ccccc2s1	-11%	10%	16%	-1%	4.8	-8%	-16%	31%[activator]	5
Cc1cc(F)ccc1S(=O)(=O)Nc1ccccc1C(=O)Nc1ncn[nH]1	-11%[57.5 µM]	-1%	?	-4%	0.0	-7%	11%	-11%	-6
Cc1[nH]n(-c2ccc(Cl)cc2)c(=O)c1N=Nc1cccnc1	-92%[inhibitor]	-5%	20%	2%	1.0	1%	5%	10%	2
COc1cc(NC(=O)COC(=O)CO/N=C(\C)c2ccc3c(c2)OCO3)cc(OC)c1OC	-10%	-8%	10%	4%	1.4	-1%	-7%	2%	5
CC1=NCCN1CCNC(=O)Nc1ccc(C(C)(C)C)cc1	i	-11%	-22%	10%	-2.4	3%	-9%	-22%	1
Cc1ccc(NC(=O)CC(C)c2ccccc2)cc1S(=O)(=O)N1CCOCC1 (stereo not given)	-10%	-3%	?	1%	1.0	0%	3%	-17%	-3
Cc1noc(C)c1COc1ccccc1C(=O)N1CCN(S(=O)(=O)c2ccc(C(C)C)cc2)CC1	i	-5%	?	-5%	-1.6	0%	2%	0%	-16
